KOR beta-arrestin-1: KOR agonists, beta-arrestin recruitment, primary screen, cell-based, luminescence, uHTS (AID 1777); KOR beta-arrestin recruitment, luminescence; higher % means a stronger effect; 280,000 compounds, 0.02% hits; Kappa-type opioid receptor (Homo sapiens); one-dose activation, % at 10 µM; EC50 in µM for titrated hits; in the data active means activation above about 50%, passing the limit was not always enough; further: a part of the inactive calls stands beside numbers as strong as those of hits
HIV fusion peptide: inhibitors of HIV fusion peptide binding, primary screen, biochemical, uHTS, fluorescence dequenching (AID 1986); cell-free peptide binding, fluorescence dequenching, 30 min; higher % means a stronger effect; one-dose inhibition, % at 20 µM; IC50 in µM for titrated hits; 290,000 compounds, 0.3% hits; in the data active means inhibition mostly above about 52%, no sharp cut-off; inactive means mostly below about 76%; further: some results filed as inactive read as strong as hits
Dengue-2 NS5 capping: Dengue-2 NS5 methyltransferase inhibitors, primary screen, biochemical, confirmation dose response (AID 588689) | Genome polyprotein (Dengue virus type 2 (strain 16681-PDK53)) | Dengue-2 NS5 methyltransferase capping enzyme assay, biochemical; higher % means a stronger effect | 340,000 compounds, 0.3% hits | inhibition, % at 25 µM; hits with a dose series show IC50 in µM; in the data active means a potency from the dose series
West Nile antiviral: West Nile virus antiviral activity, cell-based, CPE readout (AID 1621) | West Nile virus-infected cells, CPE inhibition; higher % means a stronger effect | CPE inhibition, % at 10 µM; hits with a dose series show IC50 in µM | 290,000 compounds, 0.02% hits; in the data active means a potency from the dose series; further: strong numbers were not always called active
NOD1 NF-kB reporter: NOD1 signaling inhibitors, primary screen, cell-based, luminescence, uHTS (AID 1578). NOD1-driven NF-kB luciferase reporter cells, luminescence; higher % means a stronger effect. inhibition, % at 4 µM, or EC50 in µM where a hit was titrated. 290,000 compounds, 1% hits; in the data active means inhibition mostly above about 36%, no sharp cut-off; inactive means mostly below about 34%;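 further: HEK-293T reporter cells stimulated with the NOD1 agonist gamma-tri-DAP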
GPR55 activation: GPR55 agonists via beta-arrestin recruitment, primary screen, imaging, U2OS cells, beta-arrestin-GFP redistribution (AID 1961); activation, % at 10 µM, or EC50 in µM where a hit was titrated; U2OS GPR55 beta-arrestin-GFP redistribution imaging; higher % means a stronger effect; 290,000 compounds, 0.048% hits; G-protein coupled receptor 55 (Homo sapiens);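 active means activation above 40% with more than 50 cells counted in the well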;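 further: U2OS osteosarcoma cells stably expressing GPR55 and beta-arrestin-GFP; plate controls were DMSO negative control for no effect and LPI positive control for full effect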
KOR beta-arrestin-2: KOR antagonists, beta-arrestin recruitment, cell-based, luminescence, uHTS (AID 1778); KOR beta-arrestin recruitment, luminescence, antagonist mode; higher % means a stronger effect; inhibition, % at 10 µM; hits with a dose series show IC50 in µM; 290,000 compounds, 0.091% hits; in the data active means inhibition above about 50%; further: strong numbers were not always called active
GPR55 LPI antagonism: GPR55 antagonists blocking LPI-driven arrestin recruitment, primary screen, imaging, U2OS, beta-arrestin-GFP, LPI agonist (AID 2013); U2OS GPR55 beta-arrestin-GFP translocation imaging, LPI antagonism; higher % means a stronger effect; 290,000 compounds, 0.13% hits; inhibition, % at 10 µM, or IC50 in µM where a hit was titrated; G-protein coupled receptor 55 (Homo sapiens);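 active means spots per cell inhibited over 60%, with over 100 cells counted and total cytoplasm intensity under 500,000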;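 further: U2OS cells stably carrying GPR55 and arrestin-GFP stimulated by 5 µM LPI near EC80; imaged beta-arrestin-GFP aggregate spots per cell after agonist stimulation; plate controls were LPI-stimulated DMSO wells for no effect and DMSO wells without LPI for full effect; some results filed as inactive read as strong as hits; confirmed hits need IC50 under 10 µM and bright autofluorescent wells are also inconclusive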
GPR35 arrestin U2OS: GPR35 antagonists blocking zaprinast-driven arrestin recruitment, primary screen, imaging, U2OS, beta-arrestin-GFP, zaprinast agonist (AID 2058); U2OS GPR35 beta-arrestin-GFP translocation imaging, zaprinast antagonism; higher % means a stronger effect; inhibition, % at 10 µM; hits with a dose series show IC50 in µM; 290,000 compounds, 0.052% hits;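 active means inhibition of at least 50% with at least 30 cells and total cytoplasm GFP at most 10,000,000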
Dengue-2 NS5 capping pilot replicate: second read-out of Dengue-2 NS5 capping, no call of its own (marks repeat the call); inhibition, %; measured here: pilot screen replicate inhibition
* marks the source's active call; other numbers are inactive results; · = not tested or not shown; [ ] = another dose, or the depositor's remark. The list is partial; count on the stated rates, not on these rows.

SMILES | KOR beta-arrestin-1 | HIV fusion peptide | Dengue-2 NS5 capping | West Nile antiviral | NOD1 NF-kB reporter | GPR55 activation | KOR beta-arrestin-2 | GPR55 LPI antagonism | GPR35 arrestin U2OS | others
CC(C)(C)C(=O)O/N=C(\N)COc1cccc(Cl)c1 | 2.5% | -0.6% | 2% | 0.0% | -11% | -0.2% | 14% | 10% | -6%
O=C(NCCCN1CCOCC1)C1(c2ccccc2)CCOCC1 | 0.8% | 2.1% | -2% | 0.1% | -5% | -0.2% | -30% | 8% | 0%
CCOC(=O)c1ccc(NC(=O)CC2SC(=NC)N(C)C2=O)cc1 (stereo unspecified) | -3.2% | 0.8% | 3% | -0.1% | -9% | -0.1% | -9% | 11% | -22%
CCOC(=O)Cc1csc(NC(=O)CCCc2ccccc2)n1 | -3.0% | -0.6% | -12% | 1.8% | 19% | -0.2% | 22% | 9% | 11%
Cc1csc(Nc2ccccc2)[n+]1-c1ccccc1 | -0.7% | 0.7% | -3% | -1.2% | -47% | -0.5% | 10% | 24% | 2%
COC(=O)c1ccccc1NC(=O)C/C(C)=N/NC(=O)CC#N | · | -0.9% | -1% | 0.8% | -11% | 0.3% | -5%[20 µM] | 12% | 11%
Cc1ccc2c(c1)N(C(=O)CSc1nncn1C)C(C)(C)c1ssc(=S)c1-2 | 1.7% | 0.2% | 3% | -0.1% | 10% | -0.2% | 38% | -1% | -20%
O=C(Nc1ccc(OCC(=O)N2CCOCC2)cc1)Nc1cccc2ccccc12 | · | -0.8% | -8% | 0.1% | -33% | 0.1% | 6%[20 µM] | 0% | -1%
Cc1ccc(/C=[N+](/C)[O-])cc1 | -6.4% | -1.3% | 3% | 0.3% | -7% | -0.3% | 9% | 5% | 7%
N#Cc1nc(COc2ccc(Br)cc2)oc1NCCCn1ccnc1 | -1.4% | 0.8% | -5% | · | -32% | 0.2% | 14% | 3% | -6%
O=C(Nc1ccccc1N1CCN(C(=O)c2ccc(Cl)cc2)CC1)c1cccnc1 | -2.9% | -3.1% | 8% | -0.4% | -22% | -0.2% | 4% | 3% | -4%
c1ccc(N2CCN(c3nc4ccccc4n4nnnc34)CC2)cc1 | 0.8% | 14% | 18% | -0.3% | -20% | 0.1% | -38% | 8% | 3%
Cc1ccc(Nc2nc(-c3c(C)nc4ncccn34)cs2)cc1 | 18% | -4.5% | 5% | -1.5% | -16% | 0.5% | -93% | -26% | 5%
Cc1nc2ncccn2c1-c1csc(NCc2ccco2)n1 | 19% | 24% | 32% | -0.5% | -23% | -0.5% | -10% | 1% | -4%
CN1CCN(C(=O)c2ccccc2NC(=O)Cc2ccccc2)CC1 | 12% | -2.6% | 0% | 0.0% | 1% | -0.2% | 19% | 6% | 7%
O=C(NCc1ccc(Cl)cc1)C1CCCN(S(=O)(=O)c2cnc[nH]2)C1 (stereo unspecified) | 3.7% | -3.4% | -3% | -0.5% | 17% | -0.1% | 41% | 7% | 9%
CC1CCC/C(=C(\C#N)c2nc(-c3cc4ccccc4oc3=O)cs2)C1 (stereo unspecified) | 4.1% | 6.1% | -1% | -0.1% | -23% | -0.3% | -3% | 3% | 5%
COc1ccc(NC(=O)CN2CCN(CC(=O)Nc3ccc(F)cc3)CC2)cc1Cl | -6.8% | 0.4% | -4% | -1.5% | -4% | 0.0% | 4% | 2% | 10%
Cc1ccc(C(=O)NC(=S)Nc2cccc3c(C)cc(C)nc23)cc1 | 2.5% | -1.9% | -8% | -1.4% | -10% | -0.1% | -12% | 24% | 4% | Dengue-2 NS5 capping pilot replicate=-7.9
CC(=O)C(Cc1cnc(Cl)s1)(Cc1cnc(Cl)s1)C(C)=O | -3.4% | -1.9% | -1% | -0.3% | -23% | -0.1% | 37% | -7% | 12%
Cc1ccc(S(=O)(=O)N2CCCC(C(=O)NCC3COCCO3)C2)cc1 (stereo unspecified) | 6.2% | -2.2% | 3% | 1.1% | -30% | -0.4% | -1% | 7% | 28%
Cn1cc(CN2CCCC(CO)(Cc3cccc(Cl)c3)C2)cn1 (stereo unspecified) | 0.5% | 0.4% | 10% | 0.0% | -24% | -0.2% | -18% | 1% | -7%
Cc1[nH]c(=O)[nH]c(=O)c1NS(=O)(=O)c1ccc2c(c1)CCCC2 | 6.0% | 1.6% | -3% | -0.1% | -3% | -0.1% | -7% | 17% | -3%
O=C(Nc1cccc(F)c1)Nc1ccc2c(c1)CCC2 | -0.3% | 0.7% | -7% | 0.4% | -77% | 0.0% | 3% | 14% | 8%
O=C(CNC(=O)N1CC(=O)Nc2ccccc21)NCCc1c[nH]c2ccccc12 | -3.5% | 1.9% | -7% | -0.3% | -2% | -0.2% | 30%[20 µM] | 5% | -4%
CCOc1cccc(-c2c(C(=O)N/N=C/c3ccncc3)nnn2-c2nonc2N)c1 | 6.4% | 0.7% | -2% | -0.4% | -3% | 0.4% | -41% | -36% | -16%
COc1cccc(/C=N/n2c(C)nc3ccccc3c2=O)c1O | -3.1% | 2.4% | 5% | -0.1% | 4% | -0.3% | 0% | 12% | 3%
Cc1ccc(C(NC(=O)c2ccccc2S(C)(=O)=O)c2ccccc2)cc1 (stereo unspecified) | 2.3% | -1.9% | -2% | -0.2% | -26% | -0.1% | -18% | 2% | -12%
COc1ccccc1OC(=O)c1ccc2nsnc2c1 | 3.0% | -0.9% | 3% | 0.2% | 36% | -0.5% | -15% | 4% | -6% | Dengue-2 NS5 capping pilot replicate=-0.9
CN1C2C=C3C(C#N)=C(N)C(C#N)(C#N)[C@@H](c4cccc(F)c4)[C@@H]3C1CC2 (stereo partly specified) | 5.7% | 0.5% | · | 0.2% | 0% | -0.1% | -62% | -1% | 6%
O=C(CN(Cc1cccs1)C(=O)CNC(=O)c1ccco1)NC1CCCCC1 | -11% | 4.8% | -3% | 0.1% | 10% | 1.0% | -8% | -8% | 4%
CCc1ccc(NC(=O)c2cc(S(=O)(=O)N3CCc4ccccc43)cn2C)cc1 | -2.0% | -0.8% | -2% | -0.8% | -7% | -0.1% | -22%[20 µM] | 16% | 13%
CCCC(=O)C1=C(O)C(C(=O)OC)C(C)(C)CC1=Nc1ccc(Br)cc1 (stereo unspecified) | 7.0% | -0.6% | 10% | -0.8% | -2% | 0.2% | -3% | 7% | 6%
Cc1cc(Br)ccc1NC(=O)CN1C(=O)C2C3CC(c4ccccc4)C(C3)C2C1=O (stereo unspecified) | -1.5% | -1.1% | 2% | · | 13% | 0.2% | 18% | 8% | -13%
O=C(c1cccc(S(=O)(=O)NCc2ccccc2)c1)N1CCN(c2cccc(C(F)(F)F)c2)CC1 | 1.2% | 0.9% | 5% | -0.4% | 36% | 0.7% | -19% | -8% | -8%
C#CCOCCOCCOCCNc1nc(N2CCN(C(=O)Cn3cc(CCCCN)nn3)CC2)nc(N2CCN(C(=O)[C@H](C(C)C)n3cc(CCO)nn3)CC2)n1 | -2.4% | 1.3% | 4% | -0.7% | -20% | -0.1% | 14% | 2% | -4%
C/C=C(\C)C(=O)Nc1cccc(C2=NOC3(C2)C[C@H](C(N)=O)N(C(=O)CC#N)C3)c1 (stereo partly specified) | 1.5% | 0.1% | -10% | -0.1% | -2% | -0.1% | 16% | -3% | -12%
O=C(Nc1ccc(N2CCOCC2)cc1)c1cccc(S(=O)(=O)N2CCCC2)c1 | 3.9% | -1.0% | -1% | -0.6% | -10% | 0.0% | 9% | 2% | -8%
CN(C)S(=O)(=O)c1ccc(NC(=O)N2CCN(c3ccccc3Cl)CC2)cc1 | -7.6% | -1.5% | 6% | 1.0% | -8% | -0.2% | 33% | 9% | -7%
CCn1c(SCC(=O)NCc2ccccc2)nnc1-c1c[nH]c2ccccc12 | -1.7% | -2.0% | -7% | -0.6% | 2% | -0.2% | 10% | -4% | -5%
Cc1onc(-c2c(F)cccc2Cl)c1C(=O)OCC(=O)c1c[nH]c2ccccc12 | 5.7% | 2.4% | -6% | 0.5% | -3% | 0.3% | -4% | 9% | -13%
CC1(C)CC(=O)C(C(=O)/C=C/NCCc2ccccc2)C(=O)C1 | 0.6% | -1.7% | -1% | -0.2% | 29% | 0.0% | -19% | 10% | -10%
CCOc1ccccc1NC(=O)CSC1=NN2CCCC(=O)N=C2S1 | -1.7% | -0.4% | 1% | -0.3% | -20% | 0.7% | -20% | -3% | -1%
CC(=O)N1CCC2(CC1)C(C#N)=C(N)Oc1n[nH]c(CSc3ccc(C)cc3)c12 | -0.7% | -1.9% | 3% | 0.5% | 18% | 0.2% | 30% | -3% | -6%
N#Cc1ccc(NC(=O)CCc2ccc(S(=O)(=O)N3CCOCC3)cc2)cc1 | -3.4% | -0.4% | -3% | 0.2% | -6% | 0.5% | -24% | 20% | 1% | Dengue-2 NS5 capping pilot replicate=0.0
O=C(Cn1cc([N+](=O)[O-])ccc1=O)NCc1ccc(Cl)cc1Cl | -0.8% | 1.5% | 0% | -0.5% | -43% | 0.0% | -4% | 8% | -4%
COc1ccc(NC(=O)CCC(=O)NCCO)cc1 | · | 1.3% | -6% | -0.4% | -29% | -0.1% | -32%[20 µM] | 9% | 6%
COc1cccc(-c2cnc(OC(C)(C)C)nc2OC(C)(C)C)c1 | 0.1% | 1.4% | -6% | · | 13% | -0.1% | -34% | 0% | 21%
O=C1Nc2ccc(Cl)cc2C12OCCCO2 | 0.5% | 0.7% | 5% | -0.2% | -16% | 0.3% | -3% | 4% | 5% | Dengue-2 NS5 capping pilot replicate=5.2
Cc1ccc(N2C(=O)CCC2(C(N)=O)c2ccccc2)cc1 (stereo unspecified) | -1.3% | 1.3% | -4% | 0.6% | -9% | -0.3% | -15% | 10% | -13%
CC(C)(C)Cc1cc(N)on1 | 1.5% | 2.2% | -1% | -0.4% | -17% | 0.0% | -23% | 14% | -15%
Cc1cc(-c2nc(C)c(C(=O)NN)s2)no1 | 1.9% | 0.6% | -4% | -0.1% | -5% | 0.2% | -6% | -4% | 0%
Cc1cc(C(=O)OCC(=O)NCc2cccs2)c2ccccc2n1 | -3.1% | 1.5% | 6% | 0.0% | 4% | 0.2% | -4% | 6% | -8%

2 entries picked at random from those above:
SMILES | KOR beta-arrestin-1 | HIV fusion peptide | Dengue-2 NS5 capping | West Nile antiviral | NOD1 NF-kB reporter | GPR55 activation | KOR beta-arrestin-2 | GPR55 LPI antagonism | GPR35 arrestin U2OS | others
CC(C)(C)Cc1cc(N)on1 | 1.5% | 2.2% | -1% | -0.4% | -17% | 0.0% | -23% | 14% | -15%
Cc1cc(C(=O)OCC(=O)NCc2cccs2)c2ccccc2n1 | -3.1% | 1.5% | 6% | 0.0% | 4% | 0.2% | -4% | 6% | -8%

Compound activity: PubChem, several laboratories
